Screening results (PubChem)
ADAM10 inh: ADAM10 inhibition, QFRET primary screen. O14672. recombinant ADAM10, EDANS/DABCYL FRET peptide cleavage, 3 h. inhibition, % at 7 µM. 0.62% of 370,000 active. AID 720582;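 active = inhibition above a per-campaign cutoff equal to the mean of compounds falling between control-based bounds plus 3 SD, cut at about 20% in these data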;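 note: 0% = DMSO wells while the 100% control is not disclosed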
PLCg1 inh: inhibitors of human phospholipase C gamma1 | P19174 | purified PLC-gamma1, fluorogenic substrate, fluorescence | inhibition, % at 12.2 µM | 0.84% of 370,000 active | AID 720700; in the data active = inhibition above about 9.5%
ASAP1 inh: blocks human ASAP1-stimulated Arf1 GTP hydrolysis | GDP FP detection | inhibition, % at 16.5 µM | Q9ULH1 | 0.19% of 360,000 active; in the data active = inhibition above about 25%;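 note: 0% = vehicle with enzyme and substrate and 100% = no enzyme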
DDE Tn7 FP inh: disrupts Tn7 cyclic peptide binding to fibrin D-Dimer-E complex; inhibition, % at 8.3 µM; 0.13% of 370,000 active; P02675; AID 720508; FP displacement of FITC-Tn7 peptide from fibrin DD(E); 0% = median of compound wells per plate;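 active = inhibition above the mean of compounds falling within the control limits plus 3 SD of them, cut at about 14% in these data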;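 note: 0% = plate median of compound wells and 100% = 10 µM Aha-Tn7 peptide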
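Also added: labelled Tn7 tracer, 0.1 µM; Assay system: human fibrin DD(E) protein; Amount: 2 µM fibrin DD(E); Schedule: 10 min compound pre-incubation, 3 h probe incubation at room temperature; Repeats: one replicate per compound; Read-out basis: percent inhibition; Measured by: fluorescence polarization of the labelled Tn7 tracer.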
ADAM17 inh: inhibitors of human ADAM17; P78536; recombinant ADAM17, EDANS/DABCYL FRET peptide cleavage; inhibition, % at 6.95 µM; 0.83% of 370,000 active;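 active = inhibition above the mean of compounds lying between control limits plus 3 SD, set per campaign, cut at about 8.5% in these data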;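 note: 0% = DMSO-only wells as the low control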
Target sequence (P78536 215-824 limits assumed): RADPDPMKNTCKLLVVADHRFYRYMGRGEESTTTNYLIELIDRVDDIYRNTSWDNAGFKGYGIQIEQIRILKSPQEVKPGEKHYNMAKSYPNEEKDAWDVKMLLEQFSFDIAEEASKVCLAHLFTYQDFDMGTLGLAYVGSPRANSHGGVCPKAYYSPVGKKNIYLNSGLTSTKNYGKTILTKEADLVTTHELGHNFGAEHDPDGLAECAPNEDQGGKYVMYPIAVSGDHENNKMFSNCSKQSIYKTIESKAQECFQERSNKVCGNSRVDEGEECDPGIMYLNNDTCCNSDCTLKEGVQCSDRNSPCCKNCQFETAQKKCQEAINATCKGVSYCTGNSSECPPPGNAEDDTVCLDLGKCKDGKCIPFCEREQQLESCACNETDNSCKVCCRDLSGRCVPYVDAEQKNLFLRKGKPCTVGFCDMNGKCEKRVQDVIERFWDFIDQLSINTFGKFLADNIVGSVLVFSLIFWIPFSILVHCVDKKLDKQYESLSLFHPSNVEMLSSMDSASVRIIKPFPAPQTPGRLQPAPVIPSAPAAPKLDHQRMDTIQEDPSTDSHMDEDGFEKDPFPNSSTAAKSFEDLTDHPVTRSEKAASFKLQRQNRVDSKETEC
LEDGF integ inh: blocks HIV-1 LEDGF/p75-dependent DNA integration | TR-FRET IN-LEDGF/p75 DNA integration, Eu/Cy5 | inhibition, % at 3.7 µM | 0.64% of 370,000 active | AID 743269;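 active = inhibition above the screen-wide mean plus 3 SD, cut at about 13% in these data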;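 note: signal is the Cy5 over europium emission ratio at 671 and 618 nm; 0% = plate median of compound wells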
TDP2 inh: blocks human TDP2 phosphodiesterase activity | O95551 | recombinant TDP2, T5PNP hydrolysis, p-nitrophenol absorbance 415 nm | inhibition, % at 12.8 µM | 0.34% of 370,000 active | AID 720702;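 active = inhibition above the mean of all tested compounds plus 3 SD, set per campaign, cut at about 25% in these data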;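 note: 0% = DMSO with enzyme and 100% = buffer with substrate but no TDP2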
Target sequence (O95551 whole entry, looked up): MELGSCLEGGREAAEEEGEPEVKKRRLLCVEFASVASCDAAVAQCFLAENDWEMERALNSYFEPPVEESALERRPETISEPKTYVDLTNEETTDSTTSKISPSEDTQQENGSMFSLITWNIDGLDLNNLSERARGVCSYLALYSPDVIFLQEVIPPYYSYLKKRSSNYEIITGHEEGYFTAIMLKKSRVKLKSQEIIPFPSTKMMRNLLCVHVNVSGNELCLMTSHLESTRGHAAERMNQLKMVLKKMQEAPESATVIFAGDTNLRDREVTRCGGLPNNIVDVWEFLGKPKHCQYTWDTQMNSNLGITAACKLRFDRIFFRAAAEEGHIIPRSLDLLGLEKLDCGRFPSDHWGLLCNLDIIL
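Assay system: Recombinant human TDP2 | Quantity: 120 nM TDP2 per well | Incubation: 2 h at 37 °C | Signal: Epi absorbance | Evaluation: Percent inhibition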
DDE Tn6 FP inh: DD(E)-Tn6 binding inhibition, primary FP screen | 0.21% of 370,000 active | inhibition, % at 8.3 µM | Fibrin DD(E) TRITC-Tn6 fluorescence polarization displacement | AID 720509;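 active = inhibition above a per-campaign cutoff: mean of compounds within control limits plus 3 SD, cut at about 15% in these data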;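 note: 0% = median of all compound wells on the plate and 100% = blocking peptide control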
ARFGAP1 inh: rat ARFGAP1 inhibition. inhibition, % at 16.5 µM. Arfgap1-stimulated ARF1 GTP hydrolysis, GDP FP detection. 0.26% of 360,000 active. AID 651572. Q62848;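 active = inhibition above a per-plate limit, mean inhibition of low control wells plus 3 SD, cut at about 25% in these data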;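 note: 0% = DMSO wells with enzyme and 100% = wells lacking Arfgap1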
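Assay system: purified rat His6-Arfgap1 residues 1-136 (GAP domain); Reagent: human Δ17 ARF1 bound to GTP; Dosing: 16.5 µM single point, 1.26% DMSO; Times: GTP hydrolysis reaction 2 h at 25 °C; Signal: FP, GDP Alexa 633 tracer displaced from anti-GDP antibody, 620/688 nm; Measure: % inhibition from polarization.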
proKLK7 act: proKLK7 (human) activation, primary screen; P49862; activation, % at 7 µM; purified proKLK7, EDANS-DABCYL substrate fluorescence; 100% is mature enzyme control, 0% vehicle; AID 652039; 0.9% of 370,000 active;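 active = activation above the mean of all tested compounds plus 3 SD, computed per campaign excluding outliers beyond control limits, cut at about 13% in these data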
* = called active by the depositor.

The first 2 compounds, to show the layout:
Cc1cc(NC(=O)CCCN2C(=O)/C(=C/c3cccs3)SC2=S)no1 was read as ADAM10 inh -10, PLCg1 inh -1, ASAP1 inh -2, DDE Tn7 FP inh -9, ADAM17 inh 0, LEDGF integ inh -2, TDP2 inh 9, DDE Tn6 FP inh 4, ARFGAP1 inh -11 and proKLK7 act -0.8.
For Cc1ccc(N/N=C/c2c(O)cc(C)oc2=O)cc1 the results were ADAM10 inh -21, PLCg1 inh -10, ASAP1 inh 6, DDE Tn7 FP inh -2, ADAM17 inh -7, LEDGF integ inh -1, TDP2 inh -1, DDE Tn6 FP inh -4, ARFGAP1 inh -3 and proKLK7 act 0.1.

All compounds of this part, repeating the preview:
Cc1cc(NC(=O)CCCN2C(=O)/C(=C/c3cccs3)SC2=S)no1 was read as ADAM10 inh -10, PLCg1 inh -1, ASAP1 inh -2, DDE Tn7 FP inh -9, ADAM17 inh 0, LEDGF integ inh -2, TDP2 inh 9, DDE Tn6 FP inh 4, ARFGAP1 inh -11 and proKLK7 act -0.8.
For Cc1ccc(N/N=C/c2c(O)cc(C)oc2=O)cc1 the results were ADAM10 inh -21, PLCg1 inh -10, ASAP1 inh 6, DDE Tn7 FP inh -2, ADAM17 inh -7, LEDGF integ inh -1, TDP2 inh -1, DDE Tn6 FP inh -4, ARFGAP1 inh -3 and proKLK7 act 0.1.
`Cc1onc(-c2ccccc2)c1C(=O)Nc1ccnn1C1CCCCC1` gave ADAM10 inh -9, PLCg1 inh -1, ASAP1 inh -7, DDE Tn7 FP inh 5, ADAM17 inh -6, LEDGF integ inh 1, TDP2 inh 6, DDE Tn6 FP inh 1, ARFGAP1 inh 17 and proKLK7 act -0.2.
Screening COc1cc(/C=C2\SC(=S)N(NS(=O)(=O)c3ccc(C)cc3)C2=O)ccc1O returned ADAM10 inh 13, PLCg1 inh -52, ASAP1 inh -4, DDE Tn7 FP inh -19, ADAM17 inh 2, LEDGF integ inh -3, TDP2 inh -14, DDE Tn6 FP inh -27, ARFGAP1 inh -11 and proKLK7 act -0.4.
Screening CCCCCCC1NC(C(=O)O)CS1 (stereo unspecified) returned ADAM10 inh 3, PLCg1 inh 1, ASAP1 inh -10, DDE Tn7 FP inh -4, ADAM17 inh -2, LEDGF integ inh 2, TDP2 inh -4, DDE Tn6 FP inh 2, ARFGAP1 inh 11 and proKLK7 act 0.1.
`Cc1nc2cc(Nc3ccncc3)ccc2s1` gave ADAM10 inh 5, PLCg1 inh -2, ASAP1 inh 4, DDE Tn7 FP inh 4, ADAM17 inh 1, LEDGF integ inh 0, TDP2 inh -1, DDE Tn6 FP inh 8, ARFGAP1 inh -1 and proKLK7 act 0.2.
For COc1ccc(/C=C(/NC(=O)c2ccccc2)C(=O)N/N=C/c2ccncc2)cc1 the results were ADAM10 inh -4, PLCg1 inh -2, ASAP1 inh 3, DDE Tn7 FP inh -2, ADAM17 inh 0, LEDGF integ inh -4, TDP2 inh -1, DDE Tn6 FP inh -2, ARFGAP1 inh -2 and proKLK7 act -0.1.
COCCN1C(=O)[C@H]2C[C@@]13O[C@H](c1ccccn1)N=C3CC1c3ccccc3C[C@@]12C (stereo partly specified) was read as ADAM10 inh -12, PLCg1 inh -3, ASAP1 inh -7, DDE Tn7 FP inh 8, ADAM17 inh -8, LEDGF integ inh -5, TDP2 inh 2, DDE Tn6 FP inh 0, ARFGAP1 inh -6 and proKLK7 act -0.4.
Screening COc1cc(NC(=O)C2CCCN(c3ncccn3)C2)cc(OC)c1 (stereo unspecified) returned ADAM10 inh -13, PLCg1 inh -10, ASAP1 inh -6, DDE Tn7 FP inh 8, ADAM17 inh -7, LEDGF integ inh -1, TDP2 inh 6, DDE Tn6 FP inh 3, ARFGAP1 inh -12 and proKLK7 act 0.1.
`CCCCC(=O)N(CCOC)c1nnc(-c2cccnc2)s1` gave ADAM10 inh -4, PLCg1 inh 2, ASAP1 inh -3, DDE Tn7 FP inh -3, ADAM17 inh -2, LEDGF integ inh -2, TDP2 inh -1, DDE Tn6 FP inh -5, ARFGAP1 inh -5 and proKLK7 act -0.6.
Screening CC(C)c1ccccc1NC(=S)NCC1(N(C)C)CCCCC1 returned ADAM10 inh -12, PLCg1 inh 2, ASAP1 inh -7, DDE Tn7 FP inh -5, ADAM17 inh 1, LEDGF integ inh 1, TDP2 inh 1, DDE Tn6 FP inh 3, ARFGAP1 inh -2 and proKLK7 act -0.5.
`Nc1nc(CSCc2ccccc2)nc(N2CCOCC2)n1` gave ADAM10 inh 1, PLCg1 inh -9, ASAP1 inh -8, DDE Tn7 FP inh 6, ADAM17 inh 0, LEDGF integ inh 0, TDP2 inh 4, DDE Tn6 FP inh 8, ARFGAP1 inh 5 and proKLK7 act -0.8.
For CC(=O)N1CCC(C(=O)N2c3ccccc3N=C(c3ccc(C(F)(F)F)cc3)C2C(=O)NC(C)C)CC1 (stereo unspecified) the results were ADAM10 inh -58, PLCg1 inh -326, ASAP1 inh 10, DDE Tn7 FP inh -1, ADAM17 inh -19, LEDGF integ inh 2, TDP2 inh 8, DDE Tn6 FP inh -7, ARFGAP1 inh 14 and proKLK7 act 5.3.
COc1ccc2nc(SCC(=O)N3CCCCC3)c(C#N)cc2c1 was read as ADAM10 inh -32, PLCg1 inh -6, ASAP1 inh -18, DDE Tn7 FP inh 0, ADAM17 inh -7, LEDGF integ inh 3, TDP2 inh 6, DDE Tn6 FP inh -3, ARFGAP1 inh 1 and proKLK7 act -0.7.
For CCOC(=O)N1CCN(S(=O)(=O)c2ccc3c(c2)CC(C)N3C(C)=O)CC1 (stereo unspecified) the results were ADAM10 inh 2, PLCg1 inh 6, ASAP1 inh 4, DDE Tn7 FP inh 6, ADAM17 inh -4, LEDGF integ inh -3, TDP2 inh 3, DDE Tn6 FP inh 1, ARFGAP1 inh -5 and proKLK7 act -0.7.
COc1ccc(N(Cc2ccccc2)S(=O)(=O)c2ccc(C)cc2)cc1 was read as ADAM10 inh 2, PLCg1 inh 2, ASAP1 inh 4, DDE Tn7 FP inh -1, ADAM17 inh -3, LEDGF integ inh 0, TDP2 inh 4, DDE Tn6 FP inh 1, ARFGAP1 inh 4 and proKLK7 act 0.3.
`COc1ccc(NC(=O)CSc2nnc(Cc3ccc(C)cc3)c(=O)n2N)cc1OC` gave ADAM10 inh -10, PLCg1 inh 0, ASAP1 inh 0, DDE Tn7 FP inh 10, ADAM17 inh -2, LEDGF integ inh -8, TDP2 inh -3, DDE Tn6 FP inh -7, ARFGAP1 inh 13 and proKLK7 act -0.3.
`CCOC(=O)[C@]12CCCC=C1N(Cc1ccco1)C(=O)[C@H](CC(=O)N1CCSCC1)C2` gave ADAM10 inh -3, PLCg1 inh 1, ASAP1 inh 6, DDE Tn7 FP inh -1, ADAM17 inh -3, LEDGF integ inh 1, TDP2 inh 6, DDE Tn6 FP inh -5, ARFGAP1 inh 0 and proKLK7 act 0.1.
Screening COc1ccc(CCNC(=O)CN2CCC(C)CC2)cc1OC returned ADAM10 inh -9, PLCg1 inh -1, ASAP1 inh 9, DDE Tn7 FP inh 2, ADAM17 inh 2, LEDGF integ inh -1, TDP2 inh -5, DDE Tn6 FP inh 6, ARFGAP1 inh 1 and proKLK7 act -0.2.
Screening O=C(N/N=C/C=C/c1ccccc1)c1ccc(Br)cc1 returned ADAM10 inh -3, PLCg1 inh -2, ASAP1 inh -5, DDE Tn7 FP inh 1, ADAM17 inh -6, LEDGF integ inh -2, TDP2 inh 1, DDE Tn6 FP inh 1, ARFGAP1 inh -10 and proKLK7 act -0.8.
For CC1=C(C(=O)Nc2ccccc2)C2(CCCCC2)C(C#N)=C(S)N1 the results were ADAM10 inh 7, PLCg1 inh -31, ASAP1 inh -1, DDE Tn7 FP inh -3, ADAM17 inh 2, LEDGF integ inh 4, TDP2 inh -1, DDE Tn6 FP inh -4, ARFGAP1 inh 6 and proKLK7 act 0.7.
COc1ccc(NC(=O)c2ccc(NC(=O)CN3CCN(c4ccccc4)CC3)cc2)cc1 was read as ADAM10 inh -6, PLCg1 inh 1, ASAP1 inh -2, DDE Tn7 FP inh 0, ADAM17 inh 0, LEDGF integ inh 0, TDP2 inh 1, DDE Tn6 FP inh 0, ARFGAP1 inh -2 and proKLK7 act 0.6.
CNc1nc(N)c([N+](=O)[O-])c(Nc2cccc(F)c2)n1 was read as ADAM10 inh -7, PLCg1 inh 3, ASAP1 inh -3, DDE Tn7 FP inh -1, ADAM17 inh -2, LEDGF integ inh 0, TDP2 inh 1, DDE Tn6 FP inh 1, ARFGAP1 inh 2 and proKLK7 act -0.1.
`COc1cccc(NC(=O)c2cccc(NC(=O)c3ccco3)c2)c1` gave ADAM10 inh 6, PLCg1 inh 0, ASAP1 inh -14, DDE Tn7 FP inh -4, ADAM17 inh 1, LEDGF integ inh 1, TDP2 inh 2, DDE Tn6 FP inh 6, ARFGAP1 inh -3 and proKLK7 act 0.4.
Screening COC(=O)C1=C(C)NC(=S)NC1c1sccc1C (stereo unspecified) returned ADAM10 inh -7, PLCg1 inh 0, ASAP1 inh -1, DDE Tn7 FP inh 3, ADAM17 inh 2, LEDGF integ inh -2, TDP2 inh -12, DDE Tn6 FP inh 7, ARFGAP1 inh -1 and proKLK7 act -0.2.
For N/C(=N\NC(=O)c1cccs1)c1cc2cc(Cl)ccc2oc1=O the results were ADAM10 inh -22, PLCg1 inh -14, ASAP1 inh -10, DDE Tn7 FP inh -4, ADAM17 inh -7, LEDGF integ inh -5, TDP2 inh -1, DDE Tn6 FP inh -4, ARFGAP1 inh 2 and proKLK7 act -2.2.
Screening CC(=O)Nc1ccc(-c2nn[nH]n2)cc1Cl returned ADAM10 inh 3, PLCg1 inh 0, ASAP1 inh -1, DDE Tn7 FP inh -3, ADAM17 inh -2, LEDGF integ inh -1, TDP2 inh 5, DDE Tn6 FP inh -4, ARFGAP1 inh -1 and proKLK7 act 0.4.
Screening CCOC(=O)c1ccc(-n2cc(C(=O)c3cccnc3)nn2)cc1 returned ADAM10 inh -1, PLCg1 inh 4, ASAP1 inh -10, DDE Tn7 FP inh 0, ADAM17 inh -4, LEDGF integ inh 0, TDP2 inh 8, DDE Tn6 FP inh 1, ARFGAP1 inh -11 and proKLK7 act -0.4.
COc1ccc(N(C)S(=O)(=O)c2cccc(C(=O)NC3CCCCC3C)c2)cc1 (stereo unspecified) was read as ADAM10 inh 4, PLCg1 inh -1, ASAP1 inh -3, DDE Tn7 FP inh 1, ADAM17 inh 0, LEDGF integ inh 5, TDP2 inh -17, DDE Tn6 FP inh 2, ARFGAP1 inh 11 and proKLK7 act 0.5.
